Screening data from PubChem BioAssay.
FEN1 inh: human FEN1 inhibition | P39748 | Recombinant FEN1 flap cleavage, fluorescence, 15 min | Potency, µM (highest dose often 114 µM), without a hit: top-dose activity change, negative = inhibition, hits mostly inhibitors | actives 0.35% (n = 390,000); further: nearly all actives have a fitted effect of over 65% in size
Target sequence (P39748 whole entry, looked up): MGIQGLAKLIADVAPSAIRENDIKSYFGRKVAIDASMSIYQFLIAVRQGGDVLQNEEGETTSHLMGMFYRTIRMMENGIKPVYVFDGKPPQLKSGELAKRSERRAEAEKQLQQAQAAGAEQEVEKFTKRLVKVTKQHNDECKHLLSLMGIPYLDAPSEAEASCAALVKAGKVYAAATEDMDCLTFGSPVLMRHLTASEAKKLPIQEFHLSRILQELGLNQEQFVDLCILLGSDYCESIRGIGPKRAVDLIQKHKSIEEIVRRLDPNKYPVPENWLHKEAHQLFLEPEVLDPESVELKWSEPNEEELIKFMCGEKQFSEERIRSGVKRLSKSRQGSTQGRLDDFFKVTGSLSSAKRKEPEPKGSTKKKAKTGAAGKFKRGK
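With each library titrated from low to high concentration, compounds met 10 nM FEN1 for 15 min at room temperature before 50 nM substrate was added; readings at 0 and 15 min fed four-parameter Hill curve fits.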
N370S GC mod: inhibits or activates N370S mutant glucocerebrosidase | Potency, µM (top dose mostly 59.4 µM), for inactives: at the top dose activity change, negative = inhibition, hits mostly inhibitors | AID 2101 | actives 0.092% (n = 330,000) | P04062 | N370S GC spleen homogenate, 4MU-glucoside fluorescence;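 further: 0% = full enzyme activity and -100% = no enzyme basal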
TDP1 cell CPT: growth inhibition of DT40 Tdp1-/-;hTDP1 cells with camptothecin (screen for TDP1 inhibitors); Potency, µM (top dose mostly 46.2 µM), for inactives: top-dose activity change, negative = growth inhibition, most hits filed as inhibitors; AID 686979; actives 12% (n = 420,000); chicken DT40 Tdp1-/-;hTDP1 cells + 20 nM CPT, ATP luminescence, 48 h; further: nearly all actives have a fitted effect of over 55% in size
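Chicken DT40 Tdp1-/- cells complemented with human TDP1, 400 cells/well, exposed to compounds plus 20 nM camptothecin for at least 48 h at 37 C; viability read as ATP content by CellTiter-Glo luminescence.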
Starred values were filed as active, the others as inactive; ? = inconclusive; nt = not tested or not shown; & = joins results of further samples; [ ] = another dose, or the depositor's remark. The call rests on the fitted dose curve; in most records, active means well fitted curve in the direction sought with a large enough effect; inconclusive means small, poorly fitted or top-dose-only effect, or another doubt; inactive means no such curve, though single readings can be large; an effect the other way counts as inactive or inconclusive. Unless noted, on the % scale 0 is the no-effect control and ±100 the full control effect; potency means the concentration at half of the fitted maximal effect. An excerpt. The share of hits here may be higher or lower than overall.

SMILES | FEN1 inh | N370S GC mod | TDP1 cell CPT
Cc1c(Cl)cccc1-c1ccc(CNc2ccc3[nH]c(=O)[nH]c3c2)o1 | -4% | nt | 3.3µM*
CC(C)CC(=O)Nc1ccccc1N1CCN(C(=O)c2ccccc2)CC1 | 5% | 3% | -26%
O=C1C=C(N2CCCCC2)c2ccccc2C1=O | -8% | nt | 3.7µM*
CCOC(=O)c1cnc2c(C)cc(Cl)cc2c1N1CCN(C)CC1 | -11% | -12% | ?
C(=C\c1ccccn1)/c1ccncc1 | -8% | 12% | -10%
COc1ccc(CN2C(=O)N(c3ccc(C)cc3)C(=O)C2CC(=O)Nc2ccccc2)cc1OC (stereo unspecified) | 16% | nt | -27%
Cc1cc(C)nc(NN=C2CCCC2)n1 | 0% | 7% | 8%
CC(C)Cc1cc(C(=O)N2CCCC(C(=O)c3cc(F)ccc3F)C2)n(C)n1 (stereo unspecified) | 6% | 2% | ?
CCN(CC)S(=O)(=O)c1ccc(OCCNS(C)(=O)=O)cc1 | 1% | 0% | 6.5µM*
CCc1cc(C(c2ccc(F)cc2)N2CCOCC2)c(NC(=O)c2ccccc2)s1 (stereo unspecified) | -4% | 7% | ?
O=C1N(c2cccc3ccccc23)C(c2ccccc2)N2CCCN12 (stereo unspecified) | 3% | -3% | ?
CC(=O)Oc1ccc(Cl)cc1/C=C/c1ccc2ccccc2n1 | -1% | 1% | ?
Cc1nn(-c2ccc(N3CCCCC3)nn2)c(C)c1CCC(=O)Nc1ccc(F)cc1 | 13% | -6% | -12%
C[C@@H]1COC(=O)[C@@H](CC(=O)OC(C)(C)C)C/C=C\C[C@H](CC(=O)N(CCO)Cc2ccccc2)C(=O)N1 | 24% | nt | ?
Cc1ccc(C(=O)Nc2cccc(-c3cnc4ccccc4n3)c2)cc1 | -2% | -2% | -7%
O=S(=O)(NCc1ccccn1)c1ccc(F)cc1 | 11% | 6% | 11%
O=C1CSC2(C(=O)N3CCCc4cccc2c43)N1c1cccc(C(F)(F)F)c1 (stereo unspecified) | -22% | 4% | 21µM*
CCCCn1c(=NC(=O)c2cccnc2)c(C(=O)OCC)cc2c(=O)n3ccccc3nc21 | 9% | 4% | 23µM*
COC(=O)C1=CN(CC2CCCO2)C=C(C(=O)OC)C1c1cccc(O)c1 (stereo unspecified) | -4% | ? | 3%
CCCCOc1ccc(/C(O)=C2/C(=O)C(=O)N(CCN(C)C)C2c2ccc(O)c(OC)c2)cc1 (stereo unspecified) | 9% | 1% | -3%
C=CCN1C(=O)CSC1=Nc1ccc(O)cc1 | -10% | -7% | ?
Oc1ccc2c(c1)C1CCCC1(N1CCOCC1)O2 (stereo unspecified) | 10% | 1% | 23µM*
CCC(=O)N1CCc2cc(S(=O)(=O)NCCC(=O)Nc3cc(C)cc(C)c3)ccc21 | -16% | -4% | -20%
Cc1cc(C(=O)COC(=O)c2ccc(N)c([N+](=O)[O-])c2)c(C)n1-c1ccc2c(c1)OCO2 | -14% | -12% | 9.2µM*
O=C(NCCc1ccccc1)C1CCN(S(=O)(=O)c2ccc(-c3nn[nH]n3)cc2)CC1 | -10% | 0% | 14%
CCOCCn1c(CN2CCCCC2)nc2c1c(=O)n(C)c(=O)n2C | 26% | -13% | 0%
COCCCNC(=S)N1CCCN(c2nc3cc(C)ccc3cc2C#N)CC1 | -21% | 11% | ?
COc1ccc(S(=O)(=O)N=C2C=C(C)C(=O)C(C)=C2)cc1 | 4% | -9% | 15µM*
Cn1c(CNc2ccccc2)cc(=O)n(C)c1=O | -1% | 3%[2.35 µM] | -23%
CCOCCn1ccc2c(OCC(=O)Nc3cc(C)cc(C)c3)cccc2c1=O | 12% | nt | -30%
COc1cccc(-n2cn[nH]c2=S)c1 | 19% | 2% | 3%
Cc1cc(CN2CCC(n3nccc3NC(=O)c3ccccc3Cl)CC2)cc(C)c1O | -2% | 0% | -7%
O=C(NC1(C(F)(F)F)NC(=O)N(C2CCCC2)C1=O)C1CC1 (stereo unspecified) | -1% | -8% | 2%
Cc1cc(O)c(C(c2cccc(F)c2)N2CCC(C)CC2)c(=O)n1Cc1ccco1 (stereo unspecified) | -3% | nt | -6%
CCC(NC(=O)Cn1cnc2c(=O)n(C)c(=O)n(C)c21)c1ccccc1 (stereo unspecified) | 2% | 1% | -27%
Nc1[nH]c(=S)[nH]c(=O)c1N | 8% | nt | 3%
CCn1c(=O)c(C(=O)NCCc2ccccc2)c(O)c2ccccc21 | 9% | 8% | ?
O=C(c1cc2c(ccc3ccccc32)o1)N1CCN(c2ncc(C(F)(F)F)cc2Cl)CC1 | -2% | 6% | ?
CCn1c(SCC(=O)NC2CCCc3ccccc32)nnc1-c1ccncc1 (stereo unspecified) | -5% | -14% | 6%
COc1ccc2c(=O)cc(-c3cccnc3)oc2c1OC | 13% | 10% | -5%
CCOc1ccc(-n2c(SCC(=O)Nc3ccccc3C)n[nH]c2=O)cc1 | -3% | 10% | -13%
CCc1ccc(-n2ccc(=O)c(C(=O)O)n2)cc1 | -9% | 2% | 10%
COc1ccc(/C=N/n2c(C)nc3ccccc3c2=O)cc1 | -5% | -4% | 10%
COc1ccc(C)cc1N(C(=O)c1cccc(F)c1)c1nc2ccccc2s1 | -5% | 9% | -10%
O=c1c2ccccc2nc2ccc(N3CCOCC3)nn12 | -18% | 1% | -23%

In a second layout: results already given
SMILES	FEN1 inh	N370S GC mod	TDP1 cell CPT
O=C(NCCc1ccccc1)C1CCN(S(=O)(=O)c2ccc(-c3nn[nH]n3)cc2)CC1	-10%	0%	14%
CCOCCn1c(CN2CCCCC2)nc2c1c(=O)n(C)c(=O)n2C	26%	-13%	0%
COCCCNC(=S)N1CCCN(c2nc3cc(C)ccc3cc2C#N)CC1	-21%	11%	?
COc1ccc(S(=O)(=O)N=C2C=C(C)C(=O)C(C)=C2)cc1	4%	-9%	15µM*
Cn1c(CNc2ccccc2)cc(=O)n(C)c1=O	-1%	3%[2.35 µM]	-23%
CCOCCn1ccc2c(OCC(=O)Nc3cc(C)cc(C)c3)cccc2c1=O	12%	nt	-30%
COc1cccc(-n2cn[nH]c2=S)c1	19%	2%	3%
Cc1cc(CN2CCC(n3nccc3NC(=O)c3ccccc3Cl)CC2)cc(C)c1O	-2%	0%	-7%
O=C(NC1(C(F)(F)F)NC(=O)N(C2CCCC2)C1=O)C1CC1 (stereo unspecified)	-1%	-8%	2%
Cc1cc(O)c(C(c2cccc(F)c2)N2CCC(C)CC2)c(=O)n1Cc1ccco1 (stereo unspecified)	-3%	nt	-6%
CCC(NC(=O)Cn1cnc2c(=O)n(C)c(=O)n(C)c21)c1ccccc1 (stereo unspecified)	2%	1%	-27%
Nc1[nH]c(=S)[nH]c(=O)c1N	8%	nt	3%
CCn1c(=O)c(C(=O)NCCc2ccccc2)c(O)c2ccccc21	9%	8%	?
O=C(c1cc2c(ccc3ccccc32)o1)N1CCN(c2ncc(C(F)(F)F)cc2Cl)CC1	-2%	6%	?
CCn1c(SCC(=O)NC2CCCc3ccccc32)nnc1-c1ccncc1 (stereo unspecified)	-5%	-14%	6%
COc1ccc2c(=O)cc(-c3cccnc3)oc2c1OC	13%	10%	-5%
CCOc1ccc(-n2c(SCC(=O)Nc3ccccc3C)n[nH]c2=O)cc1	-3%	10%	-13%
CCc1ccc(-n2ccc(=O)c(C(=O)O)n2)cc1	-9%	2%	10%

Next section
SMILES | FEN1 inh | N370S GC mod | TDP1 cell CPT
CC(C)NC(=O)NC(=O)COC(=O)c1cc[n+]([O-])cc1 | 1% | -6% | -2%
COc1ccc(/C=N/NC(=O)Cn2nc([N+](=O)[O-])cc2C)c(OC)c1OC | 11% | 21% | 0%
COc1ccc(S(=O)(=O)N2CCCCC2)cc1NC(=O)c1cccnc1SC | 14% | -14% | -9%
Cc1ccc(/C=C/C(=O)NC2CCS(=O)(=O)C2)cc1 (stereo unspecified) | -3% | 7% | -25%
Clc1cccc(OCCCn2ccnc2)c1 | 5% | 0% | 1%
O=C(COc1cccc(C(F)(F)F)c1)Nc1ccc(S(=O)(=O)N2CCCCC2)cc1 | -19% | -4% | ?
C=CCNC(N)=S | 17% | 3%&12% | 2%&-19%
CCc1ccc(CN(C)C(=O)CCc2nnc(-c3ccc(-c4ccccc4)cc3)o2)nc1 | -23% | 15% | 18µM*
COc1ccc(OC)c(-c2cc(C(=O)Nc3cc(C)on3)no2)c1 | -8% | 4% | -19%
COc1ccccc1CNC(=O)CCS(=O)(=O)c1ccc2c(c1)CCN2C(C)=O | 19%&3% | 3% | 6%&-13%
Cc1sc2c(c1C)c(=O)n(-c1ccccc1)c1nnc(C)n21 | -9% | -11% | -9%
CC(C)NC(=O)c1c(CSc2ccccc2)noc1C(=O)NCc1ccccc1 | -24% | 26% | -11%
Cc1ccc(-n2cc(CNCCc3cscn3)c(-c3ccc(F)cc3)n2)cc1 | 1% | -1% | ?
CC(C)(C)C1CCC(OC(=O)c2cncc(Br)c2)CC1 (stereo unspecified) | 1% | 10% | 3%
CCOc1ccccc1NC(=O)COC(=O)c1cnc(C)cn1 | -20% | nt | -1%
O=C(CCN1CCN(Cc2ccccc2)CC1)Nc1cccc(Cl)c1 | 9% | -1% | ?
c1ccc(CN(Cc2ccccc2)c2c3c(nc4ncnn24)CCC3)cc1 | 4% | 6% | ?
CCN(CC)CCCN(Cc1cc2cc3c(cc2[nH]c1=O)OCO3)C(=S)NCCCN(C)C | 6% | ? | -16%
O=C(O)CCCc1ccc2ccc3cccc4ccc1c2c34 | ? | 19% | 2%
C=CCN(C(=O)c1csnn1)C(C(=O)NCc1ccc(F)cc1)c1cccs1 (stereo unspecified) | -2% | 2% | -23%
O=C(OC(c1ccccc1)c1nccc2ccccc12)c1ccccc1 (stereo unspecified) | -5% | nt | 5%
O=C(Cn1ncc2c(Cl)cccc21)NCc1cccc(Br)c1 | 1% | nt | ?
COCC(=O)OCC(=O)Nc1ccc(Cl)cc1[N+](=O)[O-] | -6% | 5% | ?
O=C(c1ccc2oc(CCCc3ccccc3)nc2c1)N1CCCC1 | 4% | -3% | 16µM*
O=C(NCc1ccco1)C(Cc1ccccc1)N1C(=O)C2C3C=CC(C3)C2C1=O (stereo unspecified) | -5% | 11% | 0%
CCc1ccc(NC(=O)[C@H](Cc2ccccc2)NC(=O)C2CCN(C(=O)[C@@H](N)CC(C)C)CC2)cc1 | 15% | -15% | ?
CCOC(=O)C1(Cc2cccc(Cl)c2)CCCN(C(=O)c2cnn(CC)c2)C1 (stereo unspecified) | 0% | -3% | -17%
O=C(O)c1c2c(nc3ccc(S(=O)(=O)N4CCC(C(=O)N5CCCCC5)CC4)cc13)CCCC2 | -5% | -3% | 5%
CN(c1cccc(Cl)c1)S(=O)(=O)c1cccc(C(=O)Nc2nc3ccccc3[nH]2)c1 | -22% | -3% | 21µM*
Cc1ccc2onc(CNC(=O)N3CCN(c4cc(Cl)ccc4C)CC3)c2c1 | -19% | nt | ?
COCCNC(=O)NC(=O)CN1C(=O)NC(Cc2c[nH]c3ccccc23)C1=O (stereo unspecified) | -8% | 4% | 10%
O=C(CCc1ccccc1)Nc1c(F)c(F)c(F)c(F)c1F | -6% | 3% | -6%
COc1ccc2c(c1)C(=O)CC2 | -4% | nt | -6%
O=C(CSCC(=O)Nc1nccs1)Nc1ccccc1 | -2% | -8% | -6%
CCCCC(=O)NC1(C(F)(F)F)C(=O)Nc2c1c(=O)[nH]c(=O)n2-c1ccc(F)cc1 (stereo unspecified) | -2% | nt | 2%
CN(C)/C=C/C(=O)c1ccc(C(F)(F)F)cc1F | 7% | 2% | -4%
CC(C)NCC(O)(c1ccc(Cl)cc1)c1ccc(Cl)cc1 | 1% | 5% | ?
CCOC(=O)c1c(S(=O)(=O)N2CCC(C(=O)NCc3ccccc3OC)CC2)c(C)n(C)c1C | -1% | nt | -1%
CC(NC(=O)Nc1nccs1)(C(F)(F)F)C(F)(F)F | -2% | 3% | 2%
Cc1ccc(C)c(Cn2nc3c4ccccc4n(Cc4ccccc4)cc-3c2=O)c1 | -2% | 0% | ?
CCNC(=O)[C@H]1O[C@@H](n2cnc3c(N)nc(NCCc4ccc(CCC(=O)O)cc4)nc32)[C@H](O)[C@@H]1O | 11% | -5% | -17%
CCN(CC)S(=O)(=O)c1ccc(Cl)c(NC(=O)COC(=O)c2nc3nc(C)cc(C)n3n2)c1 | 9% | nt | 3%
N/C(=N\OC(=O)CCC1CCCCC1)c1cccnc1 | 4% | 9% | -14%
CC(=O)c1cccc(NC(=O)COC(=O)CCC(=O)c2ccc(F)cc2)c1 | 3% | nt | 9%
CCOC(=O)c1[nH]c2ccc(OC)cc2c1NC(=S)N1CCN(c2ccccn2)CC1 | -18% | -14% | -6%
O=C(OCc1ccc(Cl)cc1Cl)c1cccnc1Cl | -22% | -6% | -6%
